# Compound activity as filed in PubChem BioAssay.
# hgDAF12 agonist – agonists of H. glycines DAF-12 nuclear receptor; HEK293 GAL4-hgDAF12 UAS-luciferase reporter, agonist luminescence; normalized to butyrate control; activation, % at 6.8 µM; actives 1.8% (n = 370,000); AID 687014;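 active = activation above a cutoff set at the mean of all screened compounds plus 3 SD, cut at about 10% in these data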;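 note: 0% = DMSO wells and 100% = sodium butyrate wells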
# PLC-gamma1 inh – inhibitors of human phospholipase C gamma1; purified PLC-gamma1, fluorogenic substrate, fluorescence; inhibition, % at 12.2 µM; actives 0.84% (n = 370,000); AID 720700; in the data active = inhibition above about 9.5%
# hcDAF-12 act – activates DAF-12 receptor from parasite H. contortus | HEK293 hcDAF-12 lit1-tk-luc reporter, luminescence; 0% DMSO, 100% Δ7-dafachronic acid | activation, % at 6.8 µM | actives 1.4% (n = 370,000) | AID 652067;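 active = activation above the mean of all tested compounds plus 3 SD, cut at about 5.5% in these data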;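 note: 100% = response to 3 µM Δ7-dafachronic acid high control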
# HGIII-sPLA2 inh – Inhibits HGIII-sPLA2 liposome hydrolysis, primary screen | Q9NZ20 | QFRET BODIPY PC-A2 liposome hydrolysis, fluorescence | inhibition, % at 12.2 µM | actives 0.56% (n = 370,000) | AID 743126;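 active = inhibition above mean plus 3 SD of compounds lying within the high and low control bounds, cut at about 19% in these data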;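 note: 0% = median of test compound wells and 100% = no enzyme DMSO wells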
# GAA850 FXN act – frataxin GAA850 promoter activation; actives 0.56% (n = 360,000); HEK293 lucGAA850 FXN promoter luciferase reporter, 24 h; percent of 10 µM SAHA response; activation, % at 6 µM;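 active = activation above the average of all compounds screened plus 3 SD, cutoff fixed separately per campaign, cut at about 7.5% in these data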;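 note: 0% = DMSO wells and 100% = 10 µM SAHA wells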
# DAX1 inh-1 – NR0B1 (DAX1) inhibition | actives 0.99% (n = 340,000) | HEK293 Gal4-DAX1 luciferase reporter, luminescence | AID 504766 | P51843 | inhibition, % at 6.75 µM;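 active = inhibition above the mean over all tested compounds plus 3 SD, cut at about 4.2% in these data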;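 note: 0% = DAX1-transfected cells with DMSO and 100% = empty-vector control cells with DMSO; inhibition shows as a rise in luminescence from relieved DAX1 repression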
# Target sequence (P51843 207-470 limits assumed): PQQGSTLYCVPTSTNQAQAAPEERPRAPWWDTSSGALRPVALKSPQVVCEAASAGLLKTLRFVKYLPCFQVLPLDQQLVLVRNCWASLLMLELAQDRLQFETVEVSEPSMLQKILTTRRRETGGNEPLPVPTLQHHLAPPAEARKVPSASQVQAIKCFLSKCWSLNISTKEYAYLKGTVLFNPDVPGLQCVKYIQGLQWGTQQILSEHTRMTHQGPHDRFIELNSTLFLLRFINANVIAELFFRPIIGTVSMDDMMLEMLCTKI
# PLC-beta3 inh – blocks human PLC-beta3 enzyme activity; Q01970; Purified PLC-beta3, fluorogenic substrate, fluorescence; inhibition, % at 12.2 µM; actives 0.18% (n = 370,000); AID 720704; in the data active = inhibition above about 11%;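 note: 0% = median of compound wells on plate and 100% = full blocker control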
# DAX1 inh-2 – DAX1 (NR0B1) inhibition, primary screen. AID 652010. HEK293T StAR-luciferase reporter, SF-1/DAX-1 repression relief. inhibition, % at 6.8 µM. actives 1.1% (n = 370,000);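 active = inhibition above the mean over all tested compounds plus 3 SD, cut at about 3.6% in these data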;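 note: 0% = DAX-1 cells with DMSO and 100% = cells lacking DAX-1 with DMSO; higher inhibition means more luminescence from relief of DAX-1 repression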
# ADAM10 inh – inhibits human ADAM10. O14672. recombinant ADAM10, EDANS/DABCYL FRET peptide cleavage, 3 h. inhibition, % at 7 µM. actives 0.62% (n = 370,000);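 active = inhibition above a per-campaign cutoff equal to the mean of compounds falling between control-based bounds plus 3 SD, cut at about 20% in these data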;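 note: 0% = DMSO wells while the 100% control is not disclosed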
# ssDAF-12 act – activates DAF-12 receptor from parasite S. stercoralis | HEK293 ssDAF-12/GRIP1 lit1-tk-luc reporter, luminescence; % of 3 µM dafachronic acid response | activation, % at 6.8 µM | actives 1% (n = 370,000);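 active = activation above the mean over all tested compounds plus 3 SD, cut at about 0.9% in these data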;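 note: 0% = DMSO-only wells and 100% = 3 µM delta7-dafachronic acid wells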
# ADAM17 inh – inhibits human ADAM17. P78536. recombinant ADAM17, EDANS/DABCYL FRET peptide cleavage. inhibition, % at 6.95 µM. actives 0.83% (n = 370,000);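 active = inhibition above the mean of compounds lying between control limits plus 3 SD, set per campaign, cut at about 8.5% in these data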;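 note: 0% = DMSO-only wells as the low control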
# Target sequence (P78536 215-824 limits assumed): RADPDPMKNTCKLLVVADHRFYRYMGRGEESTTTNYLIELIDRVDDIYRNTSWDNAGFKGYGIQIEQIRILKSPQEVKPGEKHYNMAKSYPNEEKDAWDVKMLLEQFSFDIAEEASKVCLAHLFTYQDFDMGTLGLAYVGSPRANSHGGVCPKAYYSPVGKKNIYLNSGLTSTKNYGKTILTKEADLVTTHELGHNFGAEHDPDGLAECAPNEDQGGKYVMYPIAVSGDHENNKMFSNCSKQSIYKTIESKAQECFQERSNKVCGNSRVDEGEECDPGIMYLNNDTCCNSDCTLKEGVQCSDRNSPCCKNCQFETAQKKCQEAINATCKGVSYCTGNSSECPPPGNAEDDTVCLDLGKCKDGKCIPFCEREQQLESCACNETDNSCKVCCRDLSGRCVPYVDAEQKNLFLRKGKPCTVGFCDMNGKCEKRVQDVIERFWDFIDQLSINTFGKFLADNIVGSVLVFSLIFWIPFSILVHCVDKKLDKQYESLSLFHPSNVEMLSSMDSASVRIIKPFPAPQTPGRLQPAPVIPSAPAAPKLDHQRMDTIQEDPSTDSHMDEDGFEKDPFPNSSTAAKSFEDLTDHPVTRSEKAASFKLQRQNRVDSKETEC
# Starred values were filed as active, the others as inactive; · = no result given.
SMILES,hgDAF12 agonist,PLC-gamma1 inh,hcDAF-12 act,HGIII-sPLA2 inh,GAA850 FXN act,DAX1 inh-1,PLC-beta3 inh,DAX1 inh-2,ADAM10 inh,ssDAF-12 act,ADAM17 inh
COc1ccc(OC)c(NC(=O)COc2cc(O)c3c(c2)OC(C)(C)CC3=O)c1,-1.6,3,-0.4,8,0.7,·,3,-0.1,-7,-1.1,-1
C=CCN1C(=O)C(O)(CC(=O)c2ccc(N)cc2)c2ccccc21 (centres undefined),-0.2,-3,-1.2,0,0.5,-0.5,-2,0.3,-16,-0.8,-6
O=C(C[n+]1ccccc1)N/N=C/c1ccc(Cl)c(Cl)c1,-4.4,3,-2.2,6,-0.5,2.4,-5,0.4,-6,-1.4,-7
CC(=O)N1CCC(N(CCN2CCOCC2)C(=O)Nc2ccc(Cl)c(Cl)c2)CC1,-1.7,1,0.1,5,1.4,1.4,2,1.7,-6,-0.9,-1
COc1ccccc1NS(=O)(=O)c1ccc(C)c(C(=O)NCC2CCCO2)c1 (centres undefined),0.0,6,-2.1,10,-0.9,-1.1,0,1.0,-14,-2.0,-1
CC1CC(C)CN(C(=O)COC(=O)COc2ccccc2C#N)C1 (centres undefined),1.7,13*,0.6,0,1.3,0.8,1,1.4,4,-1.4,9.7*
CCOc1ccccc1NC(=O)N1CCN(S(C)(=O)=O)CC1,-1.5,3,-1.8,13,-1.3,0.6,4,0.3,-9,-0.6,2
CCOC(=O)COn1c(=O)c(-c2ccc(Cl)cc2)[n+]([O-])c2ccccc21,1.3,-6,-0.4,1,2.6,-1.4,-12,0.0,-15,-1.1,-5
COc1ccc(C(=O)/C=C/c2ccc(OC)cc2OC)c(O)c1,3.3,2,-0.7,10,2.4,3.1,0,1.1,-13,-1.2,-3
CC(=O)Nc1ccc(C(=O)NNC(=O)C2C3CCCCC32)cc1 (centres undefined),4.5,3,-0.5,-4,4.9,1.1,-3,1.6,0,-1.2,3
COc1ccc(N2CCN(C(=O)C(=O)c3c(C)[nH]c4ccccc34)CC2)cc1,-0.6,3,-2.8,-3,3.0,1.0,-5,-0.4,10,-1.2,-1
Cc1ccc(N=CNc2ccc(C)cc2C)c(C)c1,-1.0,0,0.3,6,1.4,·,-6,-0.4,-6,1.8*,-2
Cc1cc(NC(=O)CCN2C(=O)/C(=C/c3ccccc3Cl)SC2=S)no1,5.1,-2,-0.5,-1,0.7,-0.1,0,0.6,0,-0.2,-2
CC(C)NC(=O)C1(C)CSCC(=O)N1Cc1ccco1 (centres undefined),0.0,3,-0.5,6,·,·,8,1.4,-8,-0.3,4
COC(=O)/C=C(\C)N=Nc1c(O)[nH]c2ccccc12,1.4,-12,7.3*,-9,3.1,1.3,-21,0.2,3,0.4,1
COC(=O)c1ccc(NC(=O)c2ccc(N(C)S(C)(=O)=O)cc2)cc1,-2.9,-2,-3.6,-4,-1.7,-3.4,1,-2.6,5,-2.3,-7
COc1ccc(CNC(=O)CN(C(=O)c2snc(C(N)=O)c2N)c2ccccc2F)cc1,-1.7,-76,-3.2,-4,1.7,0.1,-125,-0.6,-230,-0.7,-82
O=C(Cc1cccc2ccccc12)NNC(=O)c1cccs1,-4.0,0,0.1,-1,0.4,0.2,3,-0.9,-3,-0.8,-3
COc1cc2c(-c3ccc4cc[nH]c4c3)c(-c3ccc(C#N)cc3)oc(=O)c2cc1OC,-5.0,-306,-0.7,-11,-8.2,-1.9,-496,-1.4,-174,-1.4,-49
O=[N+]([O-])/C=C1/CCCCCN1,0.2,2,0.8,2,0.7,0.9,6,-0.2,0,-1.2,2
O=C(/C=C\c1ccco1)Nc1nc(-c2ccccc2)cs1,2.8,-9,0.3,14,4.3,-0.6,-10,0.4,2,-1.5,-3
O=C1c2cccc3c(Nc4ccccc4Cl)c([N+](=O)[O-])cc(c23)C(=O)N1CCO,1.4,6,1.7,1,1.7,1.0,-1,-1.3,-1,-1.0,4
Cc1ccc(C(=O)NNC(=O)c2csc(N3CCOCC3)n2)s1,2.9,-2,-1.2,4,0.6,0.5,-8,0.5,-6,-1.1,2
Cc1cc(C)c(NS(=O)(=O)c2ccc3c(c2)NC(=O)CC(=O)N3)c(C)c1,0.4,0,-1.5,-5,2.9,-0.5,0,0.4,-12,-0.5,0
CC(C)CC1C(C#N)=C(N)OC2=C1C(=O)CC(c1ccccc1)C2 (centres undefined),-1.4,-9,0.0,-2,1.3,-0.8,-17,-0.8,-17,-0.8,-9

# Retrieved one by one from the list above:
SMILES,hgDAF12 agonist,PLC-gamma1 inh,hcDAF-12 act,HGIII-sPLA2 inh,GAA850 FXN act,DAX1 inh-1,PLC-beta3 inh,DAX1 inh-2,ADAM10 inh,ssDAF-12 act,ADAM17 inh
CC(=O)N1CCC(N(CCN2CCOCC2)C(=O)Nc2ccc(Cl)c(Cl)c2)CC1,-1.7,1,0.1,5,1.4,1.4,2,1.7,-6,-0.9,-1
O=C(Cc1cccc2ccccc12)NNC(=O)c1cccs1,-4.0,0,0.1,-1,0.4,0.2,3,-0.9,-3,-0.8,-3

# (continued)
SMILES,hgDAF12 agonist,PLC-gamma1 inh,hcDAF-12 act,HGIII-sPLA2 inh,GAA850 FXN act,DAX1 inh-1,PLC-beta3 inh,DAX1 inh-2,ADAM10 inh,ssDAF-12 act,ADAM17 inh
CCN(C(=O)COC(=O)CSc1ccc(C)c(C)c1)C1CCS(=O)(=O)C1 (centres undefined),-2.0,2,0.5,7,0.5,0.3,-6,0.7,-3,-0.7,-3
CCN(CC(=O)Nc1sc2c(c1C#N)CCCC2)CC(=O)NC1CCS(=O)(=O)C1 (centres undefined),0.9,2,-0.8,0,2.9,2.2,-2,-0.3,-2,-0.9,-3
O=C(CC1C(=O)NCCN1C(=O)Nc1ccccc1)Nc1ccc2c(c1)OCCO2 (centres undefined),-1.5,1,-1.9,-1,-2.2,0.4,1,-1.5,-13,-1.6,-5
COc1ccc2nc(SCC(=O)NC(C)c3ccccc3)[nH]c2c1 (centres undefined),-0.6,0,-1.9,-5,0.8,0.9,0,-0.2,3,-0.7,-2
Cc1cc(-c2ccccc2)nc2cc(C(=O)NCc3ccco3)nn12,2.2,-317,-0.7,-2,2.4,0.8,-400,-0.8,-177,-1.0,-46
CC(C)(C)c1ccc(C(O)c2ncc(-c3cccc(F)c3)[nH]2)cc1 (centres undefined),-3.0,0,-0.4,4,0.5,·,3,0.2,-1,-1.5,5
COCCN(C(=S)Nc1ccccc1OC)C1CCN(C(C)=O)CC1,1.5,1,1.3,4,0.1,2.7,0,0.1,2,-1.0,1
N#Cc1cccc(NC(=O)OC2CC3CC2[C@H]2CCCCN2[C@H]3Cc2ccccc2)c1 (some centres undefined),5.9,2,2.6,-7,·,·,-2,0.9,5,-1.3,2
COc1ccc(C2NC(c3ccc(OC)cc3OC)C(C)C(=O)C2C)c(OC)c1 (centres undefined),0.7,1,0.7,-5,5.1,0.7,-3,0.2,-6,-0.8,-2
O=C(CSc1nnc(-c2cccnc2)o1)c1cc2ccccc2oc1=O,12*,-10,3.4,-6,2.8,0.7,-14,1.0,-3,-0.7,-7
O=C(O)CCOc1ccc2c(c1)OCCO2,-0.3,-1,-0.3,2,0.1,0.3,-2,-0.3,-8,-0.8,-4
O=C(Nc1ncccn1)c1ccc(C(F)(F)F)cc1,0.0,-1,1.1,1,3.8,-0.9,1,0.4,5,-1.2,1
CC1(C(=O)NS(=O)(=O)c2ccc(Cl)cc2)CCN1C(=O)Cc1cc(F)ccc1F (centres undefined),1.6,-3,0.3,-4,-0.3,·,-1,0.4,-8,0.0,-3
Cc1ccc2c(c1)NC(=O)c1cc([N+](=O)[O-])ccc1O2,0.8,0,2.0,-1,0.2,0.9,0,0.3,1,-1.3,1
COc1ccc(CCNC(=O)Cn2nc([N+](=O)[O-])c(Br)c2C)cc1OC,-2.2,0,2.8,6,0.3,2.4,3,-0.3,-7,-0.8,-3
CC(=O)Nc1cccc(C(=O)N2CCN(S(=O)(=O)c3ccc(C4CCCCC4)cc3)CC2)c1,-0.4,-3,-0.2,-12,2.8,-0.3,-4,0.2,2,-1.5,0
O=C(O)c1cc2nc(-c3ccccc3)cc(-c3ccccc3)n2n1,-0.6,-140,-1.9,1,1.8,-1.5,-139,-0.4,-34,-1.1,-9
CC(=O)Nc1ccc(NC(=O)CSc2nc3nc(C)cc(C)c3c(=O)[nH]2)cc1,1.5,0,2.1,3,0.5,-0.1,-10,0.2,-1,-1.2,-3
CCN(CC)CCSc1nnc(Nc2ccccc2)n1-c1ccccc1,0.4,-4,-1.6,2,-1.8,2.0,0,0.2,-8,-1.4,-2
COc1ccc(/C=N/Nc2ccccn2)cc1O,17*,0,4.0,-3,1.7,2.8,-4,1.6,3,-0.4,2
O=C(O)C1CCCCC1C(=O)Nc1ccc2c(c1)CCC2 (centres undefined),2.3,-2,1.0,2,0.3,-1.0,-3,0.6,11,-0.7,1
CCc1ccc(NC(=O)CC2C(=O)NCCN2C(=O)c2ccccc2OC)cc1 (centres undefined),-1.0,0,1.4,-2,-0.7,0.2,-6,0.3,-2,-0.8,-1

# Exported as tab-separated lines: entries from further up.
molecule	hgDAF12 agonist	PLC-gamma1 inh	hcDAF-12 act	HGIII-sPLA2 inh	GAA850 FXN act	DAX1 inh-1	PLC-beta3 inh	DAX1 inh-2	ADAM10 inh	ssDAF-12 act	ADAM17 inh
CC1(C(=O)NS(=O)(=O)c2ccc(Cl)cc2)CCN1C(=O)Cc1cc(F)ccc1F (centres undefined)	1.6	-3	0.3	-4	-0.3	·	-1	0.4	-8	0.0	-3
Cc1ccc2c(c1)NC(=O)c1cc([N+](=O)[O-])ccc1O2	0.8	0	2.0	-1	0.2	0.9	0	0.3	1	-1.3	1
COc1ccc(CCNC(=O)Cn2nc([N+](=O)[O-])c(Br)c2C)cc1OC	-2.2	0	2.8	6	0.3	2.4	3	-0.3	-7	-0.8	-3
CC(=O)Nc1cccc(C(=O)N2CCN(S(=O)(=O)c3ccc(C4CCCCC4)cc3)CC2)c1	-0.4	-3	-0.2	-12	2.8	-0.3	-4	0.2	2	-1.5	0
O=C(O)c1cc2nc(-c3ccccc3)cc(-c3ccccc3)n2n1	-0.6	-140	-1.9	1	1.8	-1.5	-139	-0.4	-34	-1.1	-9
CC(=O)Nc1ccc(NC(=O)CSc2nc3nc(C)cc(C)c3c(=O)[nH]2)cc1	1.5	0	2.1	3	0.5	-0.1	-10	0.2	-1	-1.2	-3
CCN(CC)CCSc1nnc(Nc2ccccc2)n1-c1ccccc1	0.4	-4	-1.6	2	-1.8	2.0	0	0.2	-8	-1.4	-2
COc1ccc(/C=N/Nc2ccccn2)cc1O	17*	0	4.0	-3	1.7	2.8	-4	1.6	3	-0.4	2
O=C(O)C1CCCCC1C(=O)Nc1ccc2c(c1)CCC2 (centres undefined)	2.3	-2	1.0	2	0.3	-1.0	-3	0.6	11	-0.7	1
CCc1ccc(NC(=O)CC2C(=O)NCCN2C(=O)c2ccccc2OC)cc1 (centres undefined)	-1.0	0	1.4	-2	-0.7	0.2	-6	0.3	-2	-0.8	-1

# Not a hit list (roughly 6.9% active in at least one column).
